Source: PubChem (several laboratories)
T cell HTS – modulators of CD8 T cell-vesicle binding, primary screen, mouse 2C CD8+ T cells, flow cytometry | 2C CD8+ T cell-vesicle binding; hits give low values | calls only at 7 µM | 330,000 compounds, 0.068% hits;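 active means response, share of CD8 T cells binding vesicles, and their 90th percentile fluorescence all below set limits, cut at about 80% in these data, passing the limit was not always enough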
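Assay system – 2C mouse CD8+ T cells · Also added – QL9-loaded Drosophila micro-vesicles · Timing – Cell–vesicle co-incubation 1.5 h at 37 °C, staining 20 min on ice · Signal – flow cytometry of vesicle-bound cells · Measure – percent CD8+ FL2 mean versus row control · Controls – Peptide-free naked vesicles (low) and QL9 vesicles with 0.7% DMSO vehicle (high)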
Dynein cargo inh – inhibitors of GR-EGFP nuclear translocation, primary screen, dynein cargo transport inhibitor project, imaging, high-content, 3617.4 mouse cells; 220,000 compounds, 0.47% hits; test concentration mostly 20 µM; stimulated with dexamethasone, 1 µM; hits give low values; z-score, hits read low;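 active means plate z-score of nuclear minus cytoplasmic receptor signal below a set negative limit, without overly bright fluorescence or cell loss, cut at about -3.5 in these data, passing the limit was not always enough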;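 further: z-score of nuclear minus cytoplasmic ring GR-EGFP intensity difference per well; some compounds called inactive have numbers as strong as hits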
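Buffer or medium – tet-free medium with charcoal-stripped serum · Signal – automated 10x imaging of fixed Hoechst-stained cells · Also added – dexamethasone agonist, 1.0 µM final, for 30 min · Incubation – induction 48 h, compound 1 h, agonist 30 min · Read-out – GR-EGFP nuclear translocation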
Yfh1-depleted yeast – enhancers of respiration in Yfh1-depleted yeast, dose response, Friedreich's ataxia, plus single-dose screen (AID 1465); S. cerevisiae Yfh1-off respiration, WST-1 reduction, 72 h; higher fold induction means a stronger effect; one-dose fold induction at 50 µM; EC50 in µM for titrated hits; 220,000 compounds, 0.074% hits;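 active means fold induction of absorbance versus untreated yeast above a set limit, then at least 30% activation at any dose in follow-up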;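 further: activators that raise dye reduction in frataxin-depleted yeast; strong numbers were not always called active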
M1AAP inhibition – P. falciparum M1AAP inhibitors, biochemical, fluorogenic H-Leu-NHMec substrate, 1536-well (AID 1445); inhibition, % at 30 µM; hits with a dose series show IC50 in µM; recombinant M1AAP, H-Leu-NHMec fluorogenic kinetic assay; higher % means a stronger effect; 220,000 compounds, 0.42% hits;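 active means primary inhibition above the hit cutoff, then over 50% inhibition at one or more dose response concentrations, cut at about 23% in these data, passing the limit was not always enough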;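 further: plate controls were DMSO full reaction for no effect and no enzyme background for full effect; strong numbers were not always called active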
P. falciparum M17LAP – P. falciparum M17LAP inhibitors, primary screen, biochemical, fluorogenic H-Leu-NHMec substrate, 1536-well (AID 1619). recombinant M17LAP, H-Leu-NHMec fluorogenic kinetic assay; higher % means a stronger effect. Leucine aminopeptidase (Plasmodium falciparum (isolate 3D7)). 220,000 compounds, 0.38% hits. inhibition, % at 30 µM; hits with a dose series show IC50 in µM;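 active means compound inhibiting the enzyme by more than half at any dose during confirmatory dose-response retesting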;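 further: plate controls were full reaction with DMSO carrier for no effect and no enzyme background for full effect; strong numbers were not always called active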
MT stabilize HCS – microtubule stabilizers in HeLa cells, primary screen, imaging, high-content imaging. HeLa tubulin immunostaining HCS, 24 h; share of cells brighter than vehicle mean+2SD. % tubulin-high responders, % at 10 µM. 200,000 compounds, 0.83% hits. AID 2205, 2009;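 active means plate Z-score above 3 for both tubulin-high and condensed-nucleus cell shares, with cell loss under 80%, at 10 µM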;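 further: anti alpha tubulin signal scored within the nucleus-defined area of each cell; some results filed as inactive read as strong as hits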
b-catenin transl – modulators of beta-catenin nuclear translocation, primary screen, imaging, HeLa cells, immunofluorescence, high-content; nuclear translocation activity, % at 5 µM; 190,000 compounds, 0.3% hits;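 active means nuclear translocation activity above 50% at 5 µM, with a well cell count of 50 or more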;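 further: per-cell ratio of nuclear to cytoplasmic median beta-catenin stain intensity; plate controls were DMSO negative control for no effect and GSK-3 inhibitor IX positive control for full effect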
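Test system: human HeLa cells, endogenous beta-catenin. Times: 24 h compound exposure, 37°C. Measured by: beta-catenin immunofluorescence imaging with DAPI.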
WT yeast gro inh – growth inhibition of WT strain, primary screen, mitochondrial fusion inhibitor project, WT and mutant strains, chemical genetic. mitochondrial fusion phenotypic screen. inhibition, % at 10 µM. 190,000 compounds, 2.1% hits. AID 1362, 2008; in the data active means inhibition above about 58%; tested in S. cerevisiae
Autophagy mod – autophagy modulators in MEF cells, primary screen, imaging, high-content, MEF GFP-LC3 | calls only at 10 µM (by protocol) | 190,000 compounds, 0.98% hits | MEF GFP-LC3 puncta imaging; test concentration mostly 10 µM;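 active means percentage of spot-positive cells more than 3 SD above its plate mean, without a fluorescence outlier flag or 80% toxicity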;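 further: spot-positive cell cutoff set from DMSO-treated cells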
WT yeast gro inh mutant strain – recorded beside WT yeast gro inh, whose call it bears; inhibition, %; mitochondrial fusion phenotypic screen, mutant strain inhibition
Dynein cargo inh cytoplasmic EGFP – further read-out of Dynein cargo inh, marked with its call; z-score; measured here: cytoplasmic GR-EGFP intensity; hits give high values
Dynein cargo inh nuclear GR-EGFP – also measured in Dynein cargo inh; calls as there; z-score; measured here: nuclear GR-EGFP intensity;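 lower value marks the stronger effect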
Dynein cargo inh cell count – also measured in Dynein cargo inh; calls as there; z-score; measured here: cell count per field
b-catenin transl cell count 5 µM – further read-out of b-catenin transl, marked with its call; cell count; measured here: cell count, cytotoxicity flag
T cell HTS vesicle-bound % – second read-out of T cell HTS, no call of its own (marks repeat the call); double positive events, %; measured here: CD8+ vesicle-bound cell fraction;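 binding gate set so that unloaded-vesicle control wells show 10% double positive cells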
MT stabilize HCS Hoechst-high % – recorded beside MT stabilize HCS, whose call it bears; % Hoechst-high responders; measured here: nuclear condensation Hoechst responders;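 share of cells brighter than vehicle mean plus two SD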
MT stabilize HCS cytotoxicity % – recorded beside MT stabilize HCS, whose call it bears; toxicity, %; measured here: cytotoxicity by cell density;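 0% = mean cell density of plate MIN control wells and 100% = no cells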
Autophagy mod cell loss 18 h – further read-out of Autophagy mod, marked with its call; toxicity, %; measured here: cell loss, nuclei count;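 cell loss after 18 h compound exposure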
* = called active by the depositor; i = inactive; nt = no result given; + = active, no number.

SMILES	T cell HTS	T cell HTS vesicle-bound %	Dynein cargo inh	Dynein cargo inh cytoplasmic EGFP	Dynein cargo inh nuclear GR-EGFP	Dynein cargo inh cell count	Yfh1-depleted yeast	M1AAP inhibition	P. falciparum M17LAP	MT stabilize HCS	MT stabilize HCS Hoechst-high %	MT stabilize HCS cytotoxicity %	b-catenin transl	b-catenin transl cell count 5 µM	WT yeast gro inh	WT yeast gro inh mutant strain	Autophagy mod	Autophagy mod cell loss 18 h
Cc1ccc(NC(=O)CN2C(=O)C3C4C=CC(C4)C3C2=O)cc1 (stereo unspecified)	i	61	0.77	-0.26	0.85	-2.1	i	3%	-3%	1.8	2.8	2.0	-0.2	1075	-15	14	+	14*
CC(NC(=S)NCCCN1CCOCC1)C12CC3CC(CC(C3)C1)C2 (stereo unspecified)	i	50	0.46	0.026	0.4	-0.8	i	-4%	-6%	1.1	1.7	3.1	nt	nt	6	8	i	5
CCN1CCN(CCNC(=O)CS(=O)(=O)Cc2nc(-c3ccc(C)cc3)oc2C)CC1	i	1	-0.8	-0.2	-0.31	0.96	i	7%	4%	3.9	5.1	8.9	nt	nt	11	3	i	-2
CC1CCN(C(=O)CN2C(=O)c3ccccc3S2(=O)=O)CC1	i	17	-0.16	-0.34	-0.36	0.48	i	10%	6%	1.6	0.9	3.3	-4.7	785	-14	0	i	14
O=C(Nc1nnc(SCc2c(Cl)cccc2Cl)s1)c1cccc([N+](=O)[O-])c1	i	33	0.84	-0.15	1.3	-1.6	i	1%	-8%	nt	nt	nt	0.4	1267	nt	nt	nt	nt
CCCS(=O)(=O)N1CCC(C(=O)NCCc2ccccc2)CC1	i	30	0.045	-0.13	0.046	-0.041	i	5%	4%	5.5	1.7	4.7	-0.1	1031	-6	-10	i	2
O=C(NCC1CCCO1)c1ccc(Br)o1 (stereo unspecified)	i	50	1.1	-0.12	1.1	-1.2	i	-1%	0%	1.6	1.4	6.8	-1.9	1080	-7	-7	i	19
COc1cc(/C=C2/C(=O)NN(c3ccc(Cl)cc3)C2=O)ccc1OC(=O)c1ccco1	i	44	-0.27	0.034	0.083	-2	i	18%	42%	1.9	2.1	2.7	-2.3	990	5	18	i	-9
O=C(Nc1ccc2c(c1)OCO2)C1CCN(C(=O)CSc2ncnc3ccccc23)CC1	i	43	0.4	-0.21	0.22	-0.74	i	nt	nt	3.8	2.9	1.5	-2.7	769	nt	nt	i	-26
CC(C)C(=O)Nc1c(O)c2ccccc2[nH]c1=O	i	63	-0.79	-0.14	-0.49	0.3	i	7%	-6%	1.9	1.2	4.6	-0.4	1547	-8	5	i	6
O=C(Nc1cc(N2CCCCC2)ncn1)c1ccc(F)cc1	i	22	-0.75	-0.3	0.00071	0.18	i	7%	0%	1.8	2.6	3.2	0.2	1325	18	25	i	16
CSc1ccc(CN2CCN(Cc3ccc([N+](=O)[O-])cc3)CC2)cc1	i	53	-0.77	-0.28	-0.36	-0.19	i	7%	2%	2.6	2.3	2.2	4.2	996	36	31	i	8
Cc1ccc([N+](=O)[O-])cc1/C=N/Nc1nnnn1-c1ccccc1	i	11	0.36	-0.19	0.48	-0.5	i	-4%	10%	2.1	1.3	6.4	-3.0	1224	9	-39	i	-5
COc1ccccc1OCC(=O)NCCC1=CCCCC1	i	36	0.83	-0.24	0.51	-0.037	i	-4%	6%	2.9	1.3	12	0.6	1044	3	17	i	7
COc1ccc(C(=O)CC(=O)O)c2c1C=CC(C)(C)O2	i	22	-0.036	-0.32	0.046	-0.02	i	18%	-3%	5.7	4.2	5.0	-3.2	1036	-2	-60	i	-10
C/C(=N\NC(=O)c1ccc(O)cc1)c1ccc2c(c1)Nc1ccccc1S2	i	60	0.83	0.52	0.51	-1.5	i	13%	-1%	3.7	1.8	7.2	12	990	6	-3	i	20
CC1CCCCC1NC(=O)CO/N=C/c1ccc(OC(F)F)cc1 (stereo unspecified)	i	39	1.1	-0.26	0.62	0.15	i	-3%	-4%	3.1	2.6	5.9	-2.7	1099	34	26	i	13
O=S(=O)(Nc1nc2ccccc2[nH]1)c1ccc(Cl)cc1	i	29	0.2	-0.17	0.37	-0.95	i	1%	7%	5.4	2.8	4.7	-5.6	824	16	2	i	19
Cc1cc(NC(CC(C)C)C(=O)O)nc(Cc2ccccc2)n1 (stereo unspecified)	i	34	-0.25	-0.41	-0.13	0.043	i	0%	2%	2.5	1.6	7.1	-0.5	1288	2	0	i	8
CCN(CC)CCNc1nc(-c2ccccc2)c2c(c1C#N)CC(C)(C)OC2	i	12	-0.029	-0.46	-0.1	0.32	i	5%	7%	1.3	1.5	20	nt	nt	20	6	i	-7

Given in CSV form: 2 of the compounds above
SMILES,T cell HTS,T cell HTS vesicle-bound %,Dynein cargo inh,Dynein cargo inh cytoplasmic EGFP,Dynein cargo inh nuclear GR-EGFP,Dynein cargo inh cell count,Yfh1-depleted yeast,M1AAP inhibition,P. falciparum M17LAP,MT stabilize HCS,MT stabilize HCS Hoechst-high %,MT stabilize HCS cytotoxicity %,b-catenin transl,b-catenin transl cell count 5 µM,WT yeast gro inh,WT yeast gro inh mutant strain,Autophagy mod,Autophagy mod cell loss 18 h
C/C(=N\NC(=O)c1ccc(O)cc1)c1ccc2c(c1)Nc1ccccc1S2,i,60,0.83,0.52,0.51,-1.5,i,13%,-1%,3.7,1.8,7.2,12,990,6,-3,i,20
COc1ccc(C(=O)CC(=O)O)c2c1C=CC(C)(C)O2,i,22,-0.036,-0.32,0.046,-0.02,i,18%,-3%,5.7,4.2,5.0,-3.2,1036,-2,-60,i,-10

Following part.
SMILES	T cell HTS	T cell HTS vesicle-bound %	Dynein cargo inh	Dynein cargo inh cytoplasmic EGFP	Dynein cargo inh nuclear GR-EGFP	Dynein cargo inh cell count	Yfh1-depleted yeast	M1AAP inhibition	P. falciparum M17LAP	MT stabilize HCS	MT stabilize HCS Hoechst-high %	MT stabilize HCS cytotoxicity %	b-catenin transl	b-catenin transl cell count 5 µM	WT yeast gro inh	WT yeast gro inh mutant strain	Autophagy mod	Autophagy mod cell loss 18 h
CC(=O)N1CCN(S(=O)(=O)c2cccc(C(=O)OCC(=O)NC(=O)c3cccn3C)c2)CC1	i	52	1.3	-0.25	0.27	-0.94	i	-1%	1%	3.1	1.9	6.3	-0.8	981	12	-11	i	-10
N#Cc1ccccc1CSc1nc2ccsc2c(=O)n1Cc1ccccn1	i	45	0.34	-0.3	0.2	-0.36	i	-1%	2%	1.8	1.5	1.7	-1.3	1134	25	0	i	0
CCc1nnc(NC(=O)Cc2c[nH]c3ccccc23)s1	i	9	-1.7	0.55	-0.85	-5.4	i	0%	16%	6.0	1.6	9.7	1.2	1075	11	1	i	5
CCCCNC(=O)Nc1cc(C(F)(F)F)c[nH]c1=O	i	28	0.12	0.28	0.0052	-0.1	i	0%	26%	2.6	1.9	8.6	-5.4	1082	-1	11	i	2
COc1c(Cl)cc(-c2noc(C)c2C(=O)NC(C)C)cc1Cl	i	47	-0.54	-0.27	0.33	0.9	i	0%	-8%	3.5	1.3	8.9	-2.1	574	13	8	i	-10
CC12C(=O)N(c3ccccn3)C(=O)C1C1C=CC2C1 (stereo unspecified)	i	56	2.8	-0.059	2	-0.95	i	-1%	-16%	6.9	3.5	6.9	nt	nt	-3	3	i	2
CCOC(=O)c1sc(NC(=O)/C=C/c2cnn(CC)c2C)c(C(=O)OCC)c1C	i	54	0.78	0.013	0.81	0.3	i	5%	4%	2.2	2.3	12	-3.6	1372	63*	-13*	i	36
C=CCNc1nc(SCC=C)nc2ccsc12	i	20	0.53	-0.18	-0.022	-0.079	nt	10%	-8%	1.5	1.5	8.2	0.0	1371	11	9	i	2
CCC(C)NC(=O)Cn1c(=O)n(CCCCC(=O)NCc2ccco2)c(=O)c2ccccc21 (stereo unspecified)	i	62	-0.53	-0.071	0.021	0.8	i	8%	-3%	1.2	1.3	0.4	-2.2	1221	2	0	i	-2
CCCn1nc(NC(=O)c2ccncc2)c2cc3ccccc3nc21	i	48	0.95	-0.26	0.68	-0.37	i	9%	7%	5.3	1.8	0.5	1.3	1117	15	32	i	18
Cc1cc(C(=O)Nc2ccc(F)cc2C)n(-c2ccccc2)n1	i	35	-0.81	-0.19	0.33	-0.44	i	1%	-10%	nt	nt	nt	-1.5	1324	nt	nt	nt	nt
COc1ccccc1NC(=O)c1oc2ccc(C)cc2c1C	i	45	-1.3	0.96	-0.37	0.7	i	9%	-6%	3.3	1.8	1.9	1.9	1115	nt	nt	i	-22
COc1cc(Cl)c(S(=O)(=O)N2CC(C)OC(C)C2)cc1Cl (stereo unspecified)	i	7	-0.8	0.029	-0.39	0.31	i	0%	5%	3.6	1.6	4.3	-0.4	1072	6	-10	i	0
CC(=O)c1cccc(-n2nnnc2SCC(=O)Nc2cccc(NC(=O)c3ccco3)c2)c1	i	66	0.33	-0.16	0.45	-0.75	i	8%	10%	5.1	2.7	8.9	-5.2	936	-11	-19	i	-6
O=C(CCN1CCCCC1)Nc1cccc(Cl)c1	i	58	-0.041	-0.11	0.39	-0.81	i	0%	3%	1.5	1.1	5.8	0.6	1146	-8	-1	i	1

Random draw from the library. Share with any hit: about 4.4%.
